High-throughput results from PubChem BioAssay.
XiGFP reactiv: activators of inactive X chromosome reactivation, primary screen, imaging, XiGFP fibroblasts, GFP high-content imaging, set 2; AID 743238, 2013; actives 0.055% (n = 360,000); activation, % at 7.58 µM; XiGFP mouse fibroblasts, % GFP-positive cells imaging, 3 d; cells co-treated with 5-aza-dC sensitizer; scaled so ellipticine positive control = 100%;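 active means mean normalized replicate activation at least 10% and every replicate at or above 10%; inconclusive means only one of the two criteria met; inactive means mean below 10% and not all replicates reach 10%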;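 further: 0% = median of on-plate neutral control wells and 100% = ellipticine 6 µM median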
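System: 68-5-11 XiGFP fibroblast line | Buffer or medium: DMEM containing 5-aza-dC | Compound: Single point | Times: Compounds 3 days, fix/stain 15 min at room temperature | Benchmarks: Positive control ellipticine, 6 µM final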
RAD52 inh: RAD52 DNA annealing inhibitors, primary screen, biochemical, FRET, single point, set 2. DNA repair protein RAD52 homolog (Homo sapiens), P43351. recombinant RAD52 DNA annealing, FRET fluorescence. inhibition, % at 18.7 µM. actives 0.46% (n = 360,000). AID 651710, 2012;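 active means every replicate showing at least 50% inhibition; inconclusive means mean inhibition at least 50% but not in every replicate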
Target sequence (P43351 whole entry, looked up): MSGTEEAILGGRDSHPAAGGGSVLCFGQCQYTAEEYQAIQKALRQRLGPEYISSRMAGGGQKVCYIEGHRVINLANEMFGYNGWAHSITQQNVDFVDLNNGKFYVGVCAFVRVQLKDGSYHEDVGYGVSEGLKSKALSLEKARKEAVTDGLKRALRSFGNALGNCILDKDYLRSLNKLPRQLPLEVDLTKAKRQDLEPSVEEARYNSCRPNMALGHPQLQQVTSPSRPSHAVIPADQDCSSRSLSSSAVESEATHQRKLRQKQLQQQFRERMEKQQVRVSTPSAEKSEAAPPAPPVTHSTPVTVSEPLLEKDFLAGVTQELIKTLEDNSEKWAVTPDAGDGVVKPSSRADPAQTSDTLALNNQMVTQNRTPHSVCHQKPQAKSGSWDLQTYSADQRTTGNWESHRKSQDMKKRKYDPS
E-sel inducer: E-selectin induction in HUVECs, primary screen, imaging, HUVEC, immunofluorescence imaging, single point; P16581; normalized: neutral wells 0, TNF-alpha wells 100; activation, % at 7.58 µM; actives 0.37% (n = 260,000); AID 686992, 2013;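 active means mean E-selectin-positive cell signal at least 10% of the positive control, reached in at least 60% of replicates, without over 20% cell loss; inconclusive means no rule given, readout overlaps actives, possibly toxicity-flagged; inactive means the rest, including those meeting only one limit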;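 further: in these data hits start at about 27%; measured in HUVEC primary endothelial cells; signal is the percent of cells scored E-selectin positive by PE staining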
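Test system – human umbilical vein endothelial cells (HUVEC), E-selectin induction · Input – 3,000 HUVEC seeded per well · Buffer or medium – EGM-2, gelatin · Compound dosing – single-point compound dose · Detection – immunofluorescence imaging · Measure – percent E-selectin-positive cells · Controls – TNF-alpha high, DMSO low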
S100A4 MyoIIA: inhibitors of S100A4-myosin IIA peptide binding, primary screen, biochemical, fluorescence polarization, TAMRA-MyoIIA peptide; actives 0.14% (n = 360,000); AID 652163, 2013; Protein S100-A4 (Homo sapiens), P26447; inhibition, % at 10.7 µM;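 active means mean inhibition of at least 70% across replicates, with every replicate also reaching that level; inconclusive means mean inhibition reaches 70% but some replicates fall short; inactive means mean inhibition below 70%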
Target sequence (P26447 whole entry, looked up): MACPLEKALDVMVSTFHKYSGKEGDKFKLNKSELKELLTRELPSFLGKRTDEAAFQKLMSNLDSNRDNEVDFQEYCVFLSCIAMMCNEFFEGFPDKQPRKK
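System – human S100A4 monomer protein, biochemical binding assay · Buffer or medium – Calcium-containing HEPES buffer, pH 7.2 · Timing – 5 min between mix addition and reading · Also added – TAMRA-labelled myosin IIA heavy-chain peptide probe, 5 nM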
ERp5 inh: inhibitors of ERp5-driven insulin aggregation, primary screen, biochemical, turbidity, absorbance 650 nm, single point; 90 min; inhibition, % at 9.99 µM; AID 651711, 2012; actives 0.05% (n = 350,000); Protein disulfide-isomerase A6 (Homo sapiens), Q15084;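 active means mean replicate inhibition above about 25%, with every replicate also reaching it, limit read from the data, passing the limit was not always enough; inconclusive means only one of those two criteria met; inactive means neither criterion met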
Target sequence (Q15084 whole entry, looked up): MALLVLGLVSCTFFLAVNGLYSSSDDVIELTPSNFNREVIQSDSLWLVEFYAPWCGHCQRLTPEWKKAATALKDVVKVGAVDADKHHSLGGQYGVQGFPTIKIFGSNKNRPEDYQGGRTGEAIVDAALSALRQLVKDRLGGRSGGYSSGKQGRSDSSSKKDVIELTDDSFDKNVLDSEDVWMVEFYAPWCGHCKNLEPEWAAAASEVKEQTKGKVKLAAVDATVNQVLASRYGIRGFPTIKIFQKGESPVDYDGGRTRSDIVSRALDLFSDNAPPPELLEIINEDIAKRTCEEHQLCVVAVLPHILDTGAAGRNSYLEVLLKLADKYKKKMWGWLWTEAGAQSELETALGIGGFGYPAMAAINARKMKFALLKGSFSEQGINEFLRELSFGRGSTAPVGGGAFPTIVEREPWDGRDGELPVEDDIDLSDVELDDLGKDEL
RAD54 branch: inhibitors of human RAD54 branch migration, primary screen, biochemical, fluorescence, single point; DNA repair and recombination protein RAD54-like (Homo sapiens), Q92698; RAD54 Holliday junction branch migration, FAM/BHQ fluorescence; inhibition, % at 10.4 µM; actives 0.14% (n = 360,000); AID 602329, 2012;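 active means mean normalized replicate activity at least 40 and at least half of replicates scoring 40 or more; inconclusive means only one of the two criteria met; inactive means mean below 40 and under half of replicates reaching 40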;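 further: 0% = median of neutral control wells and 100% = median of positive control wells; inhibitors cause a drop in the FAM fluorescence signal; in these data hits start at about 50%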
ERAP1 inh: human ERAP1 aminopeptidase inhibitors, primary screen, biochemical, single point, plate reader; Endoplasmic reticulum aminopeptidase 1 (Homo sapiens), Q9NZ08; recombinant ERAP1, Leu-AMC fluorescence, 60 min; inhibition, % at 10.7 µM; actives 0.15% (n = 340,000); AID 652197, 2013;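 active means mean replicate inhibition of at least 30%, or all replicates individually reaching that 30% level; inactive means mean below 30% and not every replicate reaching it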;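 further: 0% = neutral control wells and 100% = L-leucinethiol positive control wells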
esBAF inh: Bmi1 luciferase reporter increase in mESCs, primary screen, esBAF inhibitor project, mouse ES cells, Bmi1 luciferase knock-in, single point. 24 h; 100% = twice the neutral-well signal. reporter increase, % at 12.5 µM. actives 2% (n = 350,000). AID 602393, 2012; in the data active means activation above about 40%; inconclusive means no clear call, values can overlap the other calls;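 further: 0% = median of the plate's neutral control wells and 100% = double that signal; a rise in the Bmi1 reporter signal indicates esBAF inhibition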
* = called active by the depositor; ? = inconclusive; . = no result given. Some of the compounds tested; count on the stated rates, not on these rows.

Order of results – XiGFP reactiv | RAD52 inh | E-sel inducer | S100A4 MyoIIA | ERp5 inh | RAD54 branch | ERAP1 inh | esBAF inh
1: Cc1c(C=C2C(=O)NC(=O)NC2=O)c(=O)n(-c2ccccc2)n1C
    0.1 | -25 | 0.1 | -1 | 0 | 1 | -2 | 1
2: O=[N+]([O-])c1ccc(N2CCOCC2)c2cccnc12
    0.4 | -11 | 1.5 | 3 | -1 | 13 | 4 | .
3: COc1ccc(NP(=O)(Oc2cccc(C)c2)Oc2cccc(C)c2)cc1OC
    0.4 | 2 | 2.9 | -1 | 5 | . | 11 | 0
4: Cc1ccc(-n2c(=S)[nH]c3ccc(C)cc3c2=O)cc1
    0.2 | -3 | -0.3 | 1 | 4 | 1 | -2 | 6
5: CN1CCCC(C(=O)c2ccc(Cl)cc2)C1 (configuration not stated)
    0.0 | -8 | . | -6 | -1 | . | -2 | .
6: C(#CCN1CCCC1)CN1CCCC1
    -0.1 | -2 | . | -3 | -2 | -8 | -1 | .
7: C[C@@H]1CN([C@@H](C)CO)C(=O)CCCn2cc(nn2)CO[C@@H]1CN(C)C(=O)Oc1ccc2ccccc2c1
    0.2 | 12 | -0.3 | 2 | -3 | 1 | 0 | 5
8: CC12CC[C@H]3[C@@H](CCC4(O)C[C@H](O)CCC34/C=N/NC(=O)c3ccc(O)cc3)C1(O)CCC2C1=CC(=O)OC1 (some centres not stated)
    0.0 | 9 | -0.3 | -3 | 3 | -3 | 4 | -1
9: Cn1cc(Br)c(C(=O)Nc2ccc3c(C(F)(F)F)cc(=O)oc3c2)n1
    0.1 | 1 | 0.2 | 3 | 5 | -7 | 0 | 1
10: Oc1ccc(O)c2c1C1(Cl)C(Cl)=C(Cl)C2(Cl)C1(Cl)Cl
    0.2 | -4 | 1.2 | -3 | 7 | 10 | -3 | 2
11: CCOc1cc(CN2CCN(C(=O)Cc3ccccc3)CC2)ccc1OC
    0.0 | -20 | . | 2 | 2 | -8 | -1 | -4
12: CN1CCc2cc3c(cc2C1)OCO3
    . | -1 | . | 4 | -1 | -5 | -2 | -6
13: COc1ccc(C(=O)NC(=S)N2C[C@H]3C[C@H](C2)c2cccc(=O)n2C3)cc1
    . | -4 | . | -2 | -4 | -6 | -1 | -5
14: COC(=O)C1=C(c2cccc(OC)c2OC)C[C@@H]2CC[C@H]1N2C(=O)NC1CC1
    -0.1 | -17 | -0.1 | 4 | -3 | -4 | -7 | 2
15: Cc1noc(C)c1COc1ccc(C(=O)NCC2(N(C)C)CCCCC2)cc1
    0.2 | -2 | -1.1 | 0 | 6 | 0 | -2 | -2
16: CCCc1cc(=O)oc2cc(OCC(=O)N3C[C@H]4C[C@@H](C3)c3cccc(=O)n3C4)ccc12
    . | -13 | . | -2 | -2 | -14 | . | -7
17: CNC(=O)c1cccn(Cc2cc(C(F)(F)F)cc(C(F)(F)F)c2)c1=O
    0.0 | -5 | . | 3 | 2 | . | -3 | .
18: COc1cc(C=C2C(=O)NC(=O)NC2=O)ccc1OS(=O)(=O)c1ccccc1[N+](=O)[O-]
    0.0 | -25 | 0.5 | -4 | 0 | 3 | -1 | 33
19: CCc1ccc(C2=NN(CCC(=O)N3CCC4(CC3)OCCO4)C(=O)CC2)cc1
    -0.2 | 5 | -0.4 | -43 | 0 | 6 | . | 1
20: C[C@H]1CN([C@@H](C)CO)C(=O)CCCn2cc(nn2)CO[C@H]1CN(C)C(=O)Oc1ccc2ccccc2c1
    0.2 | 0 | -0.1 | 1 | -2 | 4 | -2 | 9

The last 2 entries of the section before are carried over, then new ones follow:
Order of results – XiGFP reactiv | RAD52 inh | E-sel inducer | S100A4 MyoIIA | ERp5 inh | RAD54 branch | ERAP1 inh | esBAF inh
19: CCc1ccc(C2=NN(CCC(=O)N3CCC4(CC3)OCCO4)C(=O)CC2)cc1
    -0.2 | 5 | -0.4 | -43 | 0 | 6 | . | 1
20: C[C@H]1CN([C@@H](C)CO)C(=O)CCCn2cc(nn2)CO[C@H]1CN(C)C(=O)Oc1ccc2ccccc2c1
    0.2 | 0 | -0.1 | 1 | -2 | 4 | -2 | 9
21: O=c1[nH]c2ccccc2n1C1CCN(C(c2cccs2)c2nnnn2Cc2ccccc2)CC1 (configuration not stated)
    0.0 | -5 | -0.2 | -3 | 6 | 4 | 2 | -5
22: COC(=O)C1=C(c2cccc(OCc3ccccc3)c2)C[C@@H]2CC[C@H]1N2C(=O)NCCCOC(C)C
    -0.1 | -15 | -0.1 | 1 | -5 | 6 | -3 | 6
23: CCOc1cc(CNCCc2ccccc2F)ccc1OC
    0.3 | -17 | 0.5 | 0 | 3 | -5 | 2 | -2
24: Cc1cc(C(=O)Nc2ccc3c(c2)OCCO3)nn1C(C)(C)C
    0.1 | 2 | 0.0 | 0 | -9 | . | 8 | 34
25: Cc1cccc(C)c1-n1nnnc1C(c1cccs1)N1CCC(n2c(=O)[nH]c3ccccc32)CC1 (configuration not stated)
    0.1 | -18 | . | -2 | -1 | -10 | 0 | -5
26: COc1cc(C(=O)OC2C[C@H]3CC[C@@H](C2)N3C)ccc1O (some centres not stated)
    0.1 | -6 | 0.0 | -11 | -1 | 8 | -6 | 4
27: O=C(C(=O)N1CCOCC1)c1cn(Cc2ccccc2Cl)c2ccccc12
    0.9 | -3 | . | -4 | 4 | -2 | -4 | -4
28: CC(=NCCC1=CCCCC1)c1c(O)n(-c2ccccc2)c(=O)[nH]c1=O
    0.0 | -39 | 0.3 | -3 | 4 | -2 | . | .
29: O=C(CCCc1ccccc1)NCCc1cnc[nH]1
    0.2 | -12 | . | -3 | 8 | -5 | -1 | 14
30: CC1([N+](=O)[O-])COP(=O)(Nc2ccc(Cl)cc2)OC1 (configuration not stated)
    0.3 | -2 | 0.0 | 7 | 6 | . | -2 | .
31: CC(=O)CC(=O)C1C(=O)N(C)C(=O)N(C)C1=O
    -0.3 | -18 | 0.1 | 0 | 3 | . | 5 | .
32: COC(=O)[C@@H]1[C@@H](CO)[C@@H]2Cn3c(ccc(-c4ccccc4F)c3=O)[C@H]1N2Cc1ccncc1
    0.5 | 107* | -0.4 | 64 | -6 | 18 | 1 | 4
33: c1ccc(CC(NCc2ccco2)c2ccccc2)cc1 (configuration not stated)
    0.0 | -20 | . | -6 | 2 | . | -2 | .
34: COc1cccc(CN2CC=C(c3ccc(F)cc3)CC2)c1
    0.1 | -1 | . | -1 | -1 | -7 | 1 | -12
35: CNC(=O)O/N=C(\C)Cc1nnn(-c2cc(C)on2)n1
    0.2 | -5 | 0.5 | -5 | 1 | 3 | 1 | .
36: C1=CC(Cc2cncs2)c2ccccc21 (configuration not stated)
    -0.3 | -16 | 0.1 | 5 | 2 | 0 | 2 | 10
37: Cc1sc2c(c1C)C(c1cccs1)=NCC(=O)N2CC(=O)NCc1cccs1
    . | -9 | . | -3 | 4 | 5 | -1 | -2
38: FC(F)(F)c1ccccc1CNCCc1c[nH]c2ccccc12
    0.2 | 0 | 0.1 | -1 | -4 | 2 | 0 | -5
39: Cc1ccsc1C(=O)C1CCCN(Cc2cnc(N3CCCC3)s2)C1 (configuration not stated)
    0.0 | -9 | 0.1 | 3 | 1 | . | -7 | .
40: O=P(NCc1ccccc1)(Oc1ccccc1)Oc1ccccc1
    0.1 | -7 | . | 2 | 3 | . | 12 | .
41: O=C(Oc1ccc([N+](=O)[O-])cc1)N1CCC(N2CCCCC2)CC1
    -0.4 | -13 | 4.8 | -1 | 8 | -8 | . | -4
42: CO[C@H]1[C@@H](OC)CC(OC2OC(CO)C(O)C(O)C2O)/C(=C\C#N)[C@@H]1O (some centres not stated)
    0.2 | -7 | . | 1 | 4 | 3 | -1 | 1
43: O=[N+]([O-])c1cnc[nH]1
    0.0 | 6 | 0.0 | 3 | -2 | 5 | -3 | -2
44: CCOC(=O)c1cccc(C2=C(CNC(=O)c3cccnc3)[C@H]3CC[C@@H](C2)N3Cc2ccccc2)c1
    0.2 | -7 | -0.2 | 14 | 2 | 2 | -1 | 2
45: COC(=O)C1=C(C(=O)OC)C2c3ccccc3C1c1ccccc12
    -0.1 | 37 | -1.5 | -3 | 0 | 6 | 0 | -8
46: COC(=O)C1=C(c2cccc(C#N)c2)C[C@@H]2CC[C@H]1N2C(=O)NCc1ccco1
    0.0 | -25 | -0.2 | 3 | ? | -4 | 1 | -3
47: O=C1NC(=O)N(CCc2ccc(F)cc2)C(=O)/C1=C/c1cccs1
    0.3 | -38 | . | -11 | 5 | -2 | -2 | 1
48: CCOC(=O)[C@]12Cc3ccc4ccccc4c3[C@H]1N(Cc1ccccc1)C(=O)c1ccccc12
    -0.1 | -8 | 0.0 | 0 | -13 | . | -4 | .
49: COc1ccc2c(c1)C13CCN(C)C(C2)C1CCC1(C3)OCCO1 (configuration not stated)
    0.3 | -47 | -0.7 | 21 | 2 | . | -1 | .
50: N#CC1c2ccccc2-n2nncc2CN1S(=O)(=O)c1cc(Cl)cc(Cl)c1 (configuration not stated)
    -0.1 | -9 | . | -2 | 0 | -2 | 0 | 4
51: CC1CCCCC1NC1CCN(C)CC1 (configuration not stated)
    0.1 | 31 | 0.0 | 6 | 1 | -3 | 2 | 2
52: CCCCC1(CCO)C(=O)NC(=S)NC1=O
    0.0 | 0 | 0.0 | -18 | 3 | -11 | -4 | -3
53: CCCCCCC(=O)c1c(O)n(-c2ccccc2OC)c(=O)[nH]c1=O (tested in a mixture with another compound)
    -0.1 | -6 | 4.9 | -2 | 5 | 18 | . | .
54: CN1CCN(C(=O)COc2ccc(S(=O)(=O)N(C)Cc3ccccc3)cc2)CC1
    . | -15 | . | 5 | ? | -10 | 1 | -8
55: CCOC(=O)c1ccc(N=Cc2c(O)n(-c3ccccc3F)c(=S)[nH]c2=O)cc1
    0.0 | -333 | . | 122* | 4 | -8 | 1 | -3
56: CCOC(=O)c1ccc(NC(=O)N2CC3CC(C2)c2cccc(=O)n2C3)cc1 (configuration not stated)
    0.0 | -3 | 0.2 | -1 | 1 | -4 | -1 | 1
57: COC(=O)C1=C(c2ccc(F)cc2OCc2ccccc2)C[C@@H]2CC[C@H]1N2C(=O)NCc1ccccc1
    0.0 | -9 | -0.1 | -4 | 1 | 1 | 1 | 2
58: COCCCn1c(N)c(C(=O)NCc2ccco2)c2nc3ccccc3nc21
    0.0 | -38 | . | 3 | 4 | . | . | .
